# Source: PubChem
# PfHsp40 rescue = rescue of yeast from PfHsp40 toxicity, primary screen, S. cerevisiae, ATP luminescence | S. cerevisiae expressing PfHsp40, growth rescue | growth rescue, % at 12.5 µM | 0.68% of 340,000 active | AID 504582, 2011; in the data active = growth rescue above about 28%, passing the limit was not always enough; inconclusive = no clear call, values can overlap the other calls;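 note: yeast W303a lacking pdr1 and pdr3 grown in galactose medium; growth measured after three days at 30 °C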
# Y pestis TopoI = Yersinia pestis topoisomerase I inhibitors, primary screen, biochemical, cleavage product accumulation, plate reader, single point; DNA topoisomerase I (Yersinia pestis CO92); Y. pestis Topo-I cleavage product accumulation; activity, % at 10 µM; 0.064% of 360,000 active; AID 504884, 2011; in the data active = activity above about 50%, passing the limit was not always enough; inconclusive = no clear call, values can overlap the other calls; note: inactives centre near 2
# Anthrax LF prot = Bacillus anthracis LF protease inhibitors, primary screen, biochemical, multiplex microsphere, MLPCN library | inhibition, % at 10 µM | Lethal factor (Bacillus anthracis), P15917 | multiplex microsphere protease cleavage assay | 0.12% of 360,000 active; in the data active = inhibition above about 30%; inconclusive = no clear call, values can overlap the other calls; note: plate controls were buffer without enzyme for full effect and enzyme alone for no effect
# Target sequence (P15917 whole entry, looked up): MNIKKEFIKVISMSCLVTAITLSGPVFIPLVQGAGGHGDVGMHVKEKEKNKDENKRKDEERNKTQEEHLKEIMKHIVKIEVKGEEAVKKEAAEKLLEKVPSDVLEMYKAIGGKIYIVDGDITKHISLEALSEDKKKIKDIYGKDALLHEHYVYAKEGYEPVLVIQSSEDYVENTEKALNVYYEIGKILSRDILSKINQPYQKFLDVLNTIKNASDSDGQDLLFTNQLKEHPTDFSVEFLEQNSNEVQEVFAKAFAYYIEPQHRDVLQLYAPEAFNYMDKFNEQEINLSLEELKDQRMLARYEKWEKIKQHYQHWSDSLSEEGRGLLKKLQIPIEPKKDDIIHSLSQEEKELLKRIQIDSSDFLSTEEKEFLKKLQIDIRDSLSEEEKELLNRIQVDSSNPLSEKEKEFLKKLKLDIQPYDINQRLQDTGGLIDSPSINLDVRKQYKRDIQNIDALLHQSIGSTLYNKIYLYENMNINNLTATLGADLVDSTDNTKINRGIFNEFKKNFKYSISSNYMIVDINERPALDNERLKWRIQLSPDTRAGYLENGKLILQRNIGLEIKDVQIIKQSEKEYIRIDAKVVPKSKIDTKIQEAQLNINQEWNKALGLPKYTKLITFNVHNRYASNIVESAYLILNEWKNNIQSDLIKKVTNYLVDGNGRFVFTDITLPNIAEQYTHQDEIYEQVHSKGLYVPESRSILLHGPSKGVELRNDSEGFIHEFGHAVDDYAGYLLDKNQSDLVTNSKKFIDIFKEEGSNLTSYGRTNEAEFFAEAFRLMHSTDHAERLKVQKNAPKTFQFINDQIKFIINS
# Rv3671c inh = Rv3671c serine protease inhibitors, primary screen, biochemical, fluorescence polarization, M. tuberculosis H37Rv | 0.048% of 320,000 active | inhibition, % at 5.96 µM | P9WHR9; in the data active = inhibition above about 38%;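 note: extracellular domain of Rv3671c used as enzyme; 0% = enzyme with DMSO and 100% = no enzyme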
# MazF activator = activators of E. coli MazEF toxin-antitoxin RNase, primary screen, biochemical, fluorescence, uHTS; Endoribonuclease toxin MazF (Escherichia coli (strain K12)), P0AE70; FAM/BHQ RNA-DNA oligo cleavage fluorescence, 5 h; activation, % at 20 µM; 0.32% of 350,000 active; AID 504720, 2011; in the data active = activation above about 50%
# Target sequence (P0AE70 whole entry, looked up): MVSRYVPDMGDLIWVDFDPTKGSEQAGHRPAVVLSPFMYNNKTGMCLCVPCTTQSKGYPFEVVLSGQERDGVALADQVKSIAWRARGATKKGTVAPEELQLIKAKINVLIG
# VHR inh abs = VHR1 phosphatase inhibitors, primary screen, biochemical, absorbance, uHTS | recombinant VHR phosphatase, pNPP absorbance | inhibition, % at 13.3 µM | 0.52% of 290,000 active | Dual specificity protein phosphatase 3 (Homo sapiens), P51452; in the data active = inhibition above about 50%; note: some compounds called inactive have numbers as strong as hits
# Target sequence (P51452 whole entry, looked up): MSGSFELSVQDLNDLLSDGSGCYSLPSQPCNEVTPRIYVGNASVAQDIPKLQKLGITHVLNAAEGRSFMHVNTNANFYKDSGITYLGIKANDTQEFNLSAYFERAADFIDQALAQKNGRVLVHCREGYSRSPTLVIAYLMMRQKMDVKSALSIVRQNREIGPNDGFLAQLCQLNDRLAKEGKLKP
# PriA SSB inh = inhibitors of Klebsiella pneumoniae PriA binding to SSB C-terminal tail, primary screen, biochemical, AlphaScreen. PriA–SSB C-terminal tail interaction (Klebsiella pneumoniae). AlphaScreen SSBct-PriA binding, biotinylated peptide. inhibition, % at 33 µM. 0.6% of 430,000 active; in the data active = inhibition mostly above about 37%, no sharp cut-off; inactive = mostly below about 20%;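 note: plate controls were negative control peptide for no effect and reference peptide for full effect; strong numbers were not always called active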
# Vc quorum ag = inducers of Vibrio cholerae quorum light production without autoinducers, primary screen, BH1578 luxS cqsA deficient, single point; V. cholerae BH1578 lux reporter, luminescence, 6 h; activation, % at 18.7 µM; 0.16% of 350,000 active; AID 588436, 2011; in the data active = activation mostly above about 9.7%, no sharp cut-off; inconclusive = no clear call, values can overlap the other calls; inactive = mostly below about 3.7%; note: not every result past the cut was called active; inactives centre near 0; reference of the scale not given here
# TcdB GH inh = TcdB glycohydrolase inhibitors, primary screen, biochemical, single point, plate reader; inhibition, % at 9.99 µM; TcdB glycohydrolase enzymatic assay; 0.24% of 350,000 active; Toxin B (Clostridioides difficile), P18177; in the data active = inhibition above about 10%
# SARS 3CLpro inh = SARS-CoV 3CLpro protease inhibitors, primary screen, biochemical, quenched FRET; inhibition, % at 6 µM; 0.14% of 290,000 active; Replicase polyprotein 1ab (Severe acute respiratory syndrome coronavirus), P0C6X7; recombinant SARS-CoV 3CLpro, quenched FRET peptide cleavage; in the data active = inhibition above about 12%
# The depositor's hits bear a star; i = inactive; ? = inconclusive; nt = no result given. This is a subset. The share of hits here may be higher or lower than overall.
SMILES,PfHsp40 rescue,Y pestis TopoI,Anthrax LF prot,Rv3671c inh,MazF activator,VHR inh abs,PriA SSB inh,Vc quorum ag,TcdB GH inh,SARS 3CLpro inh
CCn1c(SCC(=O)Nc2ccc(C(=O)OC)cc2)nnc1-c1cccs1,1.1,17,-8,9,5,-9,-3,-0.7,nt,-2
CCC(C)NC(=O)/C=C1\Sc2ccccc2NC1=O (stereo not given),1.2,3,0,-7,-2,-1,-5,0.8,nt,1
CCOC(=O)Cn1cnc2c(cnn2-c2ccccc2)c1=O,2.3,1,-9,-5,2,21,-11,i,0.2,2
CCOC(=O)Nc1ccc(OC)cc1S(=O)(=O)N1CCCCC1,-0.7,4,3,-1,3,-23,-4,-0.5,nt,2
CCOc1cc(C)c(C(C)C)cc1S(=O)(=O)NCc1ccccn1,-0.7,11,0,-9,2,5,-11,i,nt,-5
Cc1nc(SCC(=O)NC2CCS(=O)(=O)C2)c2c3c(sc2n1)CCCC3 (stereo not given),-0.4,-11,0,nt,3,nt,-10,i,-0.1,nt
Cc1cc(-c2ccc(C(C)C)c(S(=O)(=O)N3CCC(C)CC3)c2)on1,7.5,32,1,-5,-2,-12,-15,-0.1,1.7,9
COc1ccc(S(=O)(=O)N2CCN(CCOc3ccc(Br)cc3)CC2)cc1OC,0.4,32,-2,-5,-1,nt,18,5.0,1.7,nt
COc1ccc(Br)cc1CNc1ccc2[nH]c(=O)[nH]c2c1,2.4,-7,-12,9,6,23,39*,-0.6,1.2,-2
Cc1[nH]c2ccccc2c1C(c1ccncc1)N1CCN(c2ccc(F)cc2)CC1 (stereo not given),-1.7,5,1,-3,-4,-3,15,i,nt,5
COc1ccc(CCNC(=O)CCc2ccc(S(=O)(=O)NCC(C)C)cc2)cc1OC,0.5,-12,-3,-2,-7,40,-8,i,1.8,-1
CC1(C)Cc2c(sc(/N=C/N3CCCCCC3)c2C#N)C(C)(C)N1,-0.2,-4,0,-2,-7,11,nt,-0.2,0.9,1

# Only PriA SSB inh, Y pestis TopoI and Vc quorum ag, for some of the entries so far:
structure	PriA SSB inh	Y pestis TopoI	Vc quorum ag
COc1ccc(CCNC(=O)CCc2ccc(S(=O)(=O)NCC(C)C)cc2)cc1OC	-8	-12	i
CCC(C)NC(=O)/C=C1\Sc2ccccc2NC1=O (stereo not given)	-5	3	0.8
COc1ccc(Br)cc1CNc1ccc2[nH]c(=O)[nH]c2c1	39*	-7	-0.6
CCn1c(SCC(=O)Nc2ccc(C(=O)OC)cc2)nnc1-c1cccs1	-3	17	-0.7
CCOc1cc(C)c(C(C)C)cc1S(=O)(=O)NCc1ccccn1	-11	11	i
CCOC(=O)Cn1cnc2c(cnn2-c2ccccc2)c1=O	-11	1	i

# Following part
SMILES,PfHsp40 rescue,Y pestis TopoI,Anthrax LF prot,Rv3671c inh,MazF activator,VHR inh abs,PriA SSB inh,Vc quorum ag,TcdB GH inh,SARS 3CLpro inh
O=C(Nc1cc2cccc([N+](=O)[O-])c2oc1=O)c1cccs1,1.9,-5,-1,9,-2,13,-17,i,-1.2,2
CC(C)CN1CCN(CCCc2ccccc2)C(CCO)C1 (stereo not given),-1.9,3,-9,0,-2,36,1,i,-1.1,-2
O=C(/C=C/c1ccccc1[N+](=O)[O-])c1ccc(F)cc1,-0.9,-3,-4,-2,11,20,3,1.1,0.4,2
O=C(NCCN1CCOCC1)c1cc(-c2ccc(Cl)s2)nc2ccccc12,-1.3,-4,-13,-6,-21,12,-10,-0.5,1.5,-2
O=C(NCC1CCCO1)C(C(=O)c1ccccc1)n1cc(Cl)ccc1=O (stereo not given),-0.1,7,-1,7,-2,35,-14,-1.3,nt,0
O=C(Nc1ccncc1)c1ccc(N2CCCC2=O)cc1,-2.0,7,?,-7,5,nt,-9,i,2.9,nt
O=C(NCc1ccco1)c1cc([N+](=O)[O-])ccc1N1CCOCC1,-0.3,-3,-6,3,2,6,-2,i,-0.7,5
COc1cc2cc(CN(CCN3CCOCC3)C(=O)Nc3ccc(F)cc3)c(=O)[nH]c2cc1OC,-1.6,2,-7,-5,8,11,8,i,1.9,1
O=C1NC(=O)C(c2ccccc2)(c2ccc(Cl)cc2Cl)N1 (stereo not given),0.8,0,-2,nt,-4,nt,-12,i,3.7,nt
CC(C)c1ccc(N2CC(C(=O)Nc3nccs3)CC2=O)cc1 (stereo not given),0.2,4,0,1,-3,19,2,-0.4,nt,6
COc1ccccc1NC(=O)N(Cc1ccc2c(c1)OCO2)Cc1nc2ccccc2c(=O)[nH]1,1.3,24,-4,6,38,-5,-14,-0.2,1.3,-1
COc1cccc(Nc2nc3cc(OC)ccc3cc2C#N)c1,-0.1,-4,-2,-6,-6,10,-17,-0.3,0.1,8

# Some of these compounds in order of molecular weight, ascending.
SMILES,PfHsp40 rescue,Y pestis TopoI,Anthrax LF prot,Rv3671c inh,MazF activator,VHR inh abs,PriA SSB inh,Vc quorum ag,TcdB GH inh,SARS 3CLpro inh
O=C(Nc1ccncc1)c1ccc(N2CCCC2=O)cc1,-2.0,7,?,-7,5,nt,-9,i,2.9,nt
O=C(NCCN1CCOCC1)c1cc(-c2ccc(Cl)s2)nc2ccccc12,-1.3,-4,-13,-6,-21,12,-10,-0.5,1.5,-2
COc1cc2cc(CN(CCN3CCOCC3)C(=O)Nc3ccc(F)cc3)c(=O)[nH]c2cc1OC,-1.6,2,-7,-5,8,11,8,i,1.9,1

# The list goes on:
SMILES,PfHsp40 rescue,Y pestis TopoI,Anthrax LF prot,Rv3671c inh,MazF activator,VHR inh abs,PriA SSB inh,Vc quorum ag,TcdB GH inh,SARS 3CLpro inh
Cc1ccc(N=Cc2c(O)c3ccccc3n(C)c2=O)cc1,3.5,14,-7,nt,13,20,-8,1.1,1.2,4
Fc1ccc(NC(=S)N2CCN(c3cccc(C(F)(F)F)c3)CC2)cc1,-1.0,1,-1,11,6,4,-16,-0.3,0.8,-4
CC(C)C(=O)Nc1ccc(C(=O)NNC(=O)NC2CCCCC2)cc1,-0.9,4,-10,-6,-21,8,12,2.7,0.1,1
Cc1[nH]c(=O)c(C#N)c(C)c1CCC(=O)NCc1ccc(Cl)cc1,-1.7,-4,-11,-11,8,nt,3,i,1.6,-1
CC(=O)c1ccc(N2CCN(C(=O)c3cc(-c4ccncc4)nc4ccc(Br)cc34)CC2)cc1,0.1,2,0,-6,-9,15,5,-12,5.6,4
CC(=O)CCS(=O)(=O)c1ccc(Oc2ccc(S(=O)(=O)CCC(C)=O)cc2)cc1,-0.5,2,-2,2,1,27,-13,nt,nt,2
O=C(NCCS(=O)(=O)N1CCN(c2cccc(Cl)c2)CC1)C1CC1,-0.4,6,-1,-8,0,nt,-8,-1.0,0.2,nt
Cc1nc(SCC(=O)NC(C)(C)C)c2c(-c3cccs3)csc2n1,0.9,10,0,-9,3,8,-6,i,-0.9,1
CCn1cc(CNC(=O)c2cc(COc3ccc(F)cc3Cl)on2)cn1,1.6,21,-1,11,-9,30,-23,i,0.3,5
O=C(CN1CCCCCC1)Nc1ccc(F)c(F)c1F,7.7,12,-5,7,3,24,-10,nt,nt,-2
C[C@@]12CCC3[C@@](CC[C@@H]4[C@](C)(C(=O)O)CCC[C@@]34C)(C[C@H]1O)C2 (stereo not given in full),-0.7,-11,-14,14,-4,-25,4,i,1.3,6
O=C(CNC(=O)c1cccc(N2C(=O)c3ccccc3C2=O)c1)Nc1ccc(F)c(F)c1,-1.1,-4,-2,-50,-27,nt,5,i,-0.1,nt
Cc1ccccc1NC1(C#N)C(=O)Nc2ccccc21 (stereo not given),0.6,-8,-2,-3,10,27,-2,0.3,nt,3
COc1cccc(OCc2cc(C(=O)NCc3cnc4ccccn34)no2)c1,-1.9,18,-2,0,4,25,12,-0.2,1.7,-2
O=C(Nc1ccc2c(c1)OCO2)Nc1ccccc1F,-1.1,-1,4,16,9,2,-16,i,-0.6,0
Cc1ccc(N2CCN(C(=O)NC3CCCCC3)CC2)c(C)c1,-1.7,-6,17,-7,4,15,-8,-0.4,0.8,1
CS(=O)(=O)N1N=C(c2ccco2)CC1c1cccc([N+](=O)[O-])c1 (stereo not given),-1.9,3,-1,-2,7,30,-14,-2.1,0.4,7
CN(c1ccccc1)c1nc(N)c([N+](=O)[O-])c(NCc2ccco2)n1,0.3,0,0,-14,-1,3,-4,-0.3,nt,0
CC1(c2ccc3ccccc3c2)NC(=O)N(CC(=O)N2CCC(C(N)=O)CC2)C1=O (stereo not given),-1.8,6,1,3,-4,nt,-10,i,1.5,nt
O=C(CSc1nc2ccccc2[nH]1)c1cccs1,0.9,-1,-2,1,-5,7,-5,i,nt,4
Cc1noc(C)c1S(=O)(=O)N1CCCC(C(=O)c2cccc(OC(C)C)c2)C1 (stereo not given),-0.7,23,-4,-5,4,34,-7,-0.3,5.2,2
CCCc1cc(=O)[nH]c(SCc2cccc(C)c2)n1,0.1,1,0,3,1,39,-7,-1.9,nt,5
CC1=C(C#N)C(=O)NC(=O)/C1=C\c1ccc(-c2cc(C)c(C)cc2[N+](=O)[O-])o1,4.9,2,-8,nt,-3,1,24,i,-0.4,-1
COc1ccc(COCCN2CCN(S(=O)(=O)c3ccccc3)CCC2=O)cc1,0.1,7,6,0,9,3,-3,i,1.2,nt

# Reprinted at random: five records from the list.
SMILES,PfHsp40 rescue,Y pestis TopoI,Anthrax LF prot,Rv3671c inh,MazF activator,VHR inh abs,PriA SSB inh,Vc quorum ag,TcdB GH inh,SARS 3CLpro inh
Cc1ccc(N2CCN(C(=O)NC3CCCCC3)CC2)c(C)c1,-1.7,-6,17,-7,4,15,-8,-0.4,0.8,1
CCCc1cc(=O)[nH]c(SCc2cccc(C)c2)n1,0.1,1,0,3,1,39,-7,-1.9,nt,5
COc1ccc(COCCN2CCN(S(=O)(=O)c3ccccc3)CCC2=O)cc1,0.1,7,6,0,9,3,-3,i,1.2,nt
COc1cccc(OCc2cc(C(=O)NCc3cnc4ccccn34)no2)c1,-1.9,18,-2,0,4,25,12,-0.2,1.7,-2
CN(c1ccccc1)c1nc(N)c([N+](=O)[O-])c(NCc2ccco2)n1,0.3,0,0,-14,-1,3,-4,-0.3,nt,0

# (list continues)
SMILES,PfHsp40 rescue,Y pestis TopoI,Anthrax LF prot,Rv3671c inh,MazF activator,VHR inh abs,PriA SSB inh,Vc quorum ag,TcdB GH inh,SARS 3CLpro inh
COc1cc(CNc2ccc(N3CCCCC3)cc2)ccc1OCC(=O)NC(C)(C)C,-2.2,7,-14,-11,-3,25,30,-0.1,-0.3,-4
COc1ccc(-c2[nH]ncc2-c2ccc3c(c2)OCCO3)c(O)c1,1.4,6,-6,4,17,14,5,-9.8,nt,-3
COc1ccccc1CC(=O)NC1CCCCCC1,-0.6,-9,-7,-10,11,-3,-6,3.8,0.2,1
COC(=O)c1c(C)c(OC(=O)c2c(C)cc(O)c(C=O)c2O)cc(C)c1O,-0.1,-9,6,8,-17,nt,-7,-0.4,nt,nt
CCOC(=O)N1CCN(C(=O)COC(=O)c2cc(Cl)cc(Cl)c2)CC1,0.4,-1,-4,2,2,nt,-14,i,-5.2,nt
O=C(Nc1cscc1S(=O)(=O)c1ccccc1)c1ccccc1Cl,-0.3,-7,2,-5,-5,-4,-16,-0.6,0.3,0
